Screening results (PubChem)
Peg3 prom inh: Peg3 promoter-driven luciferase inhibitors, primary screen, cell-based, HeLa, luciferase luminescence; HeLa PEG-Prom luciferase reporter, overnight; inhibition, % at 20 µM; hit rate 1.7% among 360,000; AID 588405, 2011;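 active = inhibition of at least 50% at 20 µM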
iPSC survival up: enhancers of single-cell hiPSC survival, primary screen, ATPlite luminescence; 100% = ROCK inhibitor wells, 0% = DMSO; survival enhancement, % at 20 µM; hit rate 0.044% among 360,000; in the data active = survival enhancement above about 18%;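 note: cells exposed to compounds for 16 hours before the ATP read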
MITF TRPM1 inh: inhibitors of MITF-dependent TRPM1 promoter reporter, primary screen, cell-based, SK-MEL-5, single point, luciferase. SK-MEL-5 TRPM1 promoter luciferase, 24 h. inhibition, % at 12.5 µM. hit rate 0.83% among 330,000. AID 488899, 2010;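 active = mean inhibition across replicates of 60% or more, whatever share of single replicates reaches that level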; note: values of inactives mirror those of a sister screen read the other way
Shn3 3UTR inh: reduction of Shn3 3'UTR firefly luciferase signal, primary screen, Schnurri-3 inhibitor project, cell-based, Clone20 osteoblasts, set 2; inhibition, % at 12.5 µM; AID 588674, 2011; hit rate 0.52% among 360,000; Clone20 osteoblast Shn3 3'UTR firefly luciferase, 24 h;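 active = mean inhibition of at least 75% with every replicate also reaching 75%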;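 note: 0% = median of neutral control wells and 100% = pilot-screen positive control compound; some compounds past the cut are filed as inactive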
HIF-2a inh: HIF-2a reporter inhibitors, primary screen, luminescence, 786-0 RCC cells; 786-0 RCC cells HIF-2a reporter, luciferase luminescence, overnight; inhibition, % at 18.8 µM; hit rate 0.72% among 360,000; AID 624352, 2012;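 active = inhibition of the luminescence signal of 40% or more relative to plate controls, in a single-dose primary screen at 18.75 µM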
H9c2 protect: cardioprotection against H2O2-induced cell death, primary screen, uHTS, H9c2 cells, ATPLite luminescence; hit rate 0.63% among 360,000; protection from H2O2 cell death, % at 20 µM; H9c2 cardiomyocytes, H2O2 injury protection, 2 h;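 active = compounds giving at least 50% protection of heart cells from peroxide-induced death in the single-dose screen, raw or plate-pattern-corrected value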;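 note: 0% = DMSO wells with peroxide and 100% = DMSO wells without peroxide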
NR2E3 ag-1: NR2E3 agonists in two-hybrid cells, primary screen, cell-based, luminescence, CHO-S, Gal4-NCOR/VP16-NR2E3 | inhibition of corepressor binding, % at 3.98 µM | luciferase | Photoreceptor-specific nuclear receptor (Homo sapiens), Q9Y5X4 | hit rate 0.35% among 360,000 | AID 602229, 2012;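 active = inhibition above the mean of all tested compounds plus 3 SD, cut at about 70% in these data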;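 note: 0% = DMSO with NR2E3 transfected cells and 100% = cells lacking NR2E3 construct; higher means lower luciferase signal from less NR2E3 corepressor binding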
Target sequence (Q9Y5X4 whole entry, looked up, the tested form may be a part): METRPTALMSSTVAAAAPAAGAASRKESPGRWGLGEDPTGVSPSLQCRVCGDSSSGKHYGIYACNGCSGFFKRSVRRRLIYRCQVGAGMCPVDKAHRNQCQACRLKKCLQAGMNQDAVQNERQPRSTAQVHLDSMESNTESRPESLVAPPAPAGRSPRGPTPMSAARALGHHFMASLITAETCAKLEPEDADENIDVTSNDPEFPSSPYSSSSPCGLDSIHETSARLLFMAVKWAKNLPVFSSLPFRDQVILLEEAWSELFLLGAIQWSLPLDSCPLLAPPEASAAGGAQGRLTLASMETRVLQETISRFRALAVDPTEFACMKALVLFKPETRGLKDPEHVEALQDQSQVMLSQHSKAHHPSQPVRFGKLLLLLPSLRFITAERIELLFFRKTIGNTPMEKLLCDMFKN
NR2E3 ag-2: inhibitors of NR2E3-RetCOR corepressor binding, primary screen, NR2E3 agonist project, biochemical, TR-FRET, GST-NR2E3, biotin-RetCOR. hit rate 0.12% among 320,000. inhibition of corepressor binding, % at 4.78 µM. Photoreceptor-specific nuclear receptor (Homo sapiens), Q9Y5X4. 1536-well. AID 2300, 2010;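 active = percent inhibition above the cutoff of mean plus 3 SD of all tested compounds, set per screening campaign, cut at about 20% in these data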;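 note: 0% = DMSO wells and 100% = biotin wells as full block of FRET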
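Material: NR2E3–RetCOR corepressor complex | Quantity: 1.35 nM GST-tagged NR2E3 final | Schedule: 5 h at 4 °C | Replication: Singlicate compound wells | Reagent: RetCOR corepressor, biotinylated, 7 nM | Controls: Biotin wells as high control, 0.6% DMSO wells as low control | Signal: TR-FRET, Eu(K)-anti-GST donor, streptavidin-D2 acceptor, ex 340, em 617/671 nm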
m5-HT2A agonist: mouse Htr2a agonists via beta-arrestin recruitment, primary screen, cell-based, luminescence. 5-hydroxytryptamine receptor 2A (Mus musculus), P35363. CHO-K1 mHTR2A beta-arrestin complementation; percent of 30 µM serotonin response. activation, % at 7.6 µM. hit rate 0.66% among 360,000. AID 624169, 2012;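 active = activation above a run cutoff, the mean activation of all tested compounds plus 3 SD, cut at about 14% in these data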;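 note: 0% = plate median of compound wells and 100% = 30 µM serotonin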
Target sequence (P35363 whole entry, looked up): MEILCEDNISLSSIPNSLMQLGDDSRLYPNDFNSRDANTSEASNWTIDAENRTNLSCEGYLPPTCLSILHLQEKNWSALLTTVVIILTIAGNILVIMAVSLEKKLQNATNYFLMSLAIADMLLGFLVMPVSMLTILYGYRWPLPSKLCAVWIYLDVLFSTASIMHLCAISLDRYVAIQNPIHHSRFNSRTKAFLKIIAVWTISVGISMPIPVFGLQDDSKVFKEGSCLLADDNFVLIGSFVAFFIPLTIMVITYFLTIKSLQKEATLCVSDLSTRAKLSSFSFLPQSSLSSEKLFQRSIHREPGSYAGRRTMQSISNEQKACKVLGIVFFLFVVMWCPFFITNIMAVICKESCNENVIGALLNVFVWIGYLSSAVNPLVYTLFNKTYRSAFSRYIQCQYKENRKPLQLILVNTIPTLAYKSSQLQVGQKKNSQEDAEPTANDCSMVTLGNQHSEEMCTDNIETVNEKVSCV
PDI inh: inhibitors of human PDI, primary screen, biochemical, turbidity, single point, plate reader. PDI insulin aggregation turbidity, A650, 90 min. inhibition, % at 10 µM. hit rate 0.052% among 350,000. AID 588391, 2011;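 active = mean inhibition across replicates of 30% or more, whatever share of single replicates reach that level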;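 note: absorbance from insulin aggregation driven by PDI reduction with DTT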
CaV13 FRET inh: Primary screen for inhibitors of IQ motif and Ca2+-dependent inactivation inhibitor domain binding in CACNA1D, Förster resonance energy transfer in living cells, … | HEK cells, CFP/YFP FRET ICDI-IQ, plate reader, 10 min; percent FRET-ratio fall versus neutral wells | inhibition, % at 12.3 µM | hit rate 0.098% among 340,000 | AID 743397;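 active = mean replicate inhibition of at least 30% and at least 1% of replicates passing that level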;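 note: 0% = median of the neutral control wells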
An asterisk follows results filed as active; nt = not tested or not shown.

SMILES	Peg3 prom inh	iPSC survival up	MITF TRPM1 inh	Shn3 3UTR inh	HIF-2a inh	H9c2 protect	NR2E3 ag-1	NR2E3 ag-2	m5-HT2A agonist	PDI inh	CaV13 FRET inh
COc1ccccc1N1CCN(CCC(=O)Nc2ccc3c(c2)OCO3)CC1	14	-0.6	15	16	7	0	-7	2	-2	3	nt
CCN(C#N)c1nc(NC(C)C)nc(NC(C)C)n1	6	0.4	-4	-8	-11	-6	8	2	0	-13	-7
Cc1ccnc(NC(=O)c2cccc(OC(F)F)c2)n1	-68	0.6	-31	-28	-92	1	-12	2	-5	-4	-2
CCOC(=O)N1CCN(C(=O)CSc2nc(C)nc3c2c(=O)n(C)c(=O)n3C)CC1	10	0.0	4	1	26	18	-18	-3	3	0	-6
OCCNc1ncnc2c1ncn2[C@H]1CN(C2CCCC2)C[C@@H](CO)O1	1	1.4	nt	5	-3	-3	9	nt	3	1	-11
O=C(c1ccc(COc2ccccc2Br)o1)N1N=C(C(F)F)CC1(O)C(F)F (configuration not stated)	14	0.0	3	11	13	-8	4	1	-3	12	-5
CCOc1ccc(-c2nc3scc(-c4cccs4)c3c(=O)[nH]2)cc1	-34	-0.4	-18	-5	-73	-19	17	0	6	-3	9
Cc1cc(C(=O)c2cnc(/N=C/N(C)C)s2)c(F)cc1Cl	-16	-0.7	-8	4	-51	-15	-33	1	2	-4	7
CCCCNC(=O)C[C@@H]1C[C@@]2(C(=O)OCC)CCCC=C2N(Cc2ccco2)C1=O	nt	0.1	nt	nt	-6	nt	-11	nt	-6	nt	-9
Cc1[nH]c2ccccc2c1C(=O)CN1C(=O)NC2(CC(C)CC(C)(C)C2)C1=O (configuration not stated)	43	-2.5	2	29	45*	-3	20	0	2	-51	-5
Cc1cc(C(=O)CSc2nnnn2C)c(C)n1C1CC1	-106	-0.2	-21	-34	-147	-2	-38	2	2	-11	-6
CC(C)Sc1nc(N2CCOCC2)c2c3c(sc2n1)COC(C)(C)C3	25	1.6	-3	19	21	-10	-7	-2	1	1	-5
O=C(CCOc1ccccc1)Nc1ccnn1C1CCN(Cc2ccc(F)cc2)CC1	3	-0.2	-3	2	1	-2	-11	0	-5	4	-4
CC(C)Cn1c(=O)c(C(=O)Nc2cnccn2)c(O)c2ccccc21	31	-0.8	-4	9	13	-22	13	3	2	-4	nt
COCCn1nnnc1C(c1cccc(OC)c1OC)N1CCN(C(=O)c2ccco2)CC1 (configuration not stated)	12	-0.4	-1	14	8	0	-36	3	-6	6	-3
CC(=O)c1ccc(NC(=O)C2CCCN2S(=O)(=O)c2cccc3cccnc23)cc1 (configuration not stated)	11	0.6	-6	-5	12	15	6	3	-3	-2	14
COc1ccc(CC(=O)NCC(=O)Nc2ccccc2Br)cc1	-10	-0.3	2	-3	24	8	0	-2	6	-1	-3
CS/C(=C(/C#N)S(=O)(=O)c1ccc(Cl)cc1)N1CCOCC1	15	-0.6	0	-2	5	2	12	0	4	-2	-2
NS(=O)(=O)c1cc(C(=O)OCC(=O)NC2CC2)ccc1Cl	-15	3.4	6	-10	9	23	-4	-1	5	2	nt
O=C(Nc1cccc2ncccc12)c1cccc(F)c1	-1	0.3	-1	9	4	6	-2	2	-4	-4	-8

Some of these compounds in order of the CaV13 FRET inh value, lowest first.
smiles	Peg3 prom inh	MITF TRPM1 inh	Shn3 3UTR inh	HIF-2a inh	NR2E3 ag-1	NR2E3 ag-2	m5-HT2A agonist	PDI inh	CaV13 FRET inh
CC(C)Sc1nc(N2CCOCC2)c2c3c(sc2n1)COC(C)(C)C3	25	-3	19	21	-7	-2	1	1	-5
O=C(CCOc1ccccc1)Nc1ccnn1C1CCN(Cc2ccc(F)cc2)CC1	3	-3	2	1	-11	0	-5	4	-4
COCCn1nnnc1C(c1cccc(OC)c1OC)N1CCN(C(=O)c2ccco2)CC1 (configuration not stated)	12	-1	14	8	-36	3	-6	6	-3

Continued:
SMILES	Peg3 prom inh	iPSC survival up	MITF TRPM1 inh	Shn3 3UTR inh	HIF-2a inh	H9c2 protect	NR2E3 ag-1	NR2E3 ag-2	m5-HT2A agonist	PDI inh	CaV13 FRET inh
CC1CCN(S(=O)(=O)c2cccc(C(=O)Nc3ccccn3)c2)CC1	12	-0.1	15	3	22	0	-11	1	2	2	-4
CC1(C)CC(=O)C=C(NCc2ccccc2)C1	11	1.5	8	-4	-5	1	6	-1	-2	4	-8
CC1C(=O)O[C@@H]2C[C@@H](C)[C@@H]3CCC(=O)[C@@]3(C)[C@@H](O)[C@H]12 (some centres not stated)	1	-0.4	-5	-16	-2	6	-23	0	-3	2	-6
CC1(C(=O)NCc2ccccc2)Cc2c(-c3ccccc3)ccnc2O1 (configuration not stated)	10	4.3	nt	-2	2	3	-31	nt	4	0	-11
O=C(CCN1C(=O)S/C(=C/c2ccccc2)C1=O)Nc1ccc(C(=O)O)c(O)c1	0	-0.1	14	-12	-4	-6	-13	2	0	-2	-5
O=C(CSc1nc2ccccc2o1)Nc1ccccc1	-96	0.0	-22	-14	-209	-5	-29	-1	-5	-1	-8
COc1ccc(OC)c(S(=O)(=O)Nc2ccc(O)c3ccccc23)c1	67*	1.5	30	9	4	-39	10	-2	-4	0	nt
Cc1ccnn1-c1ccc(C(=O)N2CCCN(S(=O)(=O)c3ccc(F)cc3)CC2)cc1	7	-0.7	-2	7	6	4	-22	0	-2	-4	-6
NS(=O)(=O)c1ccc(NC(=O)Cn2nc(C(=O)O)c3ccccc3c2=O)cc1	-1	-0.7	-4	-4	7	15	-23	1	2	15	-6
CN(C)c1ccc(C(=O)NCC(c2cccs2)N2CCOCC2)cc1[N+](=O)[O-] (configuration not stated)	7	-0.5	3	10	-1	-1	6	-1	-8	7	-6

Quoted at random: 4 records from the list, in no set order.
SMILES	Peg3 prom inh	iPSC survival up	MITF TRPM1 inh	Shn3 3UTR inh	HIF-2a inh	H9c2 protect	NR2E3 ag-1	NR2E3 ag-2	m5-HT2A agonist	PDI inh	CaV13 FRET inh
OCCNc1ncnc2c1ncn2[C@H]1CN(C2CCCC2)C[C@@H](CO)O1	1	1.4	nt	5	-3	-3	9	nt	3	1	-11
CCN(C#N)c1nc(NC(C)C)nc(NC(C)C)n1	6	0.4	-4	-8	-11	-6	8	2	0	-13	-7
CCOC(=O)N1CCN(C(=O)CSc2nc(C)nc3c2c(=O)n(C)c(=O)n3C)CC1	10	0.0	4	1	26	18	-18	-3	3	0	-6
Cc1cc(C(=O)CSc2nnnn2C)c(C)n1C1CC1	-106	-0.2	-21	-34	-147	-2	-38	2	2	-11	-6

Further structures:
SMILES	Peg3 prom inh	iPSC survival up	MITF TRPM1 inh	Shn3 3UTR inh	HIF-2a inh	H9c2 protect	NR2E3 ag-1	NR2E3 ag-2	m5-HT2A agonist	PDI inh	CaV13 FRET inh
O=S(=O)(NCc1cccnc1)c1cccc2nsnc12	24	5.7	7	-11	21	4	4	0	1	18	-5
COC(=O)c1cc(O)cc(OC)c1C(=O)c1c(O)cc(C)cc1O	9	2.7	-1	-17	14	3	-13	1	0	nt	nt
Cc1nn(C)c(Cl)c1C(=O)NCC(=O)NCc1ccccc1	6	0.6	-6	4	16	12	-22	3	4	-1	-2
O=C(N/N=C\c1cc([N+](=O)[O-])ccc1N1CCCC1)c1ccccn1	20	0.6	-2	-8	8	8	-35	4	0	1	-8
CCC(Sc1nc(=O)cc(N)n1CCc1ccccc1)C(=O)Nc1ccccc1C#N (configuration not stated)	6	-1.6	15	-8	12	-1	-3	0	-2	-1	0
Cc1cccnc1NC(=O)c1cccc(S(=O)(=O)N2CCN(c3ccccc3)CC2)c1	1	-0.2	4	18	-3	-2	-2	1	3	4	nt
Cc1c(NC(=O)Nc2cc(F)c(F)cc2Cl)c(=O)n(-c2ccccc2)n1C	-27	-0.1	nt	-1	-48	4	-32	0	3	17	-5
Nc1nnc(SCc2cc3c(cc2Cl)OCO3)s1	-26	0.5	-16	-20	-25	-4	-43	-1	-1	-6	-4
CN(C)CCOC(=O)Cc1ccc(Cl)cc1	9	2.6	2	11	9	4	5	0	0	3	-5
CCC(C)(C)C1CCc2c(sc(NC(=O)c3ccccc3C(=O)O)c2C#N)C1 (configuration not stated)	-12	-0.2	9	-9	-54	-2	7	1	1	-7	-22
O=C(NCc1ccccc1)c1ccc(-c2ccccc2C(F)(F)F)o1	-87	-0.4	-5	-13	-128	-5	-20	0	1	-4	-11
COc1ccc(C(=O)OCC(=O)NC(=O)NC2CCCC2)c(OC)c1	11	-0.5	3	-6	17	1	1	3	2	0	0
Cc1cccc(N2C(N)=C(C#N)C(C#N)(C#N)C2c2ccccc2)c1 (configuration not stated)	18	1.3	-10	19	38	-8	-13	-1	-2	-2	-1
CS(=O)(=O)N1CCn2c1nc1ccccc12	3	1.3	1	-3	13	0	-2	3	-1	3	0
O=C(NCCCN1CCCC1=O)c1ccc2c(c1)ncn2C1CCCCC1	-6	-0.2	nt	5	-6	8	0	0	3	-9	-6
Cn1cnnc1SCC(=O)NC(=O)NC1CCCC1	-10	0.7	-3	9	2	6	-11	4	-2	3	-5
O=C(NNS(=O)(=O)c1ccc(F)c(Cl)c1)c1cccc(S(=O)(=O)N2CCOCC2)c1	8	-1.1	7	-21	15	-1	-19	-2	1	10	-5
Cn1cc(C=C2C(=O)OC3(CCCCC3)OC2=O)c2ccccc21	15	0.4	7	22	3	22	36	2	-2	-5	-14
COc1ccc(N(C(=O)/C=C/c2ccc(OC)c(OC)c2)C2=CC3CCC(C2)N3C)cc1 (configuration not stated)	-16	-0.5	0	-14	7	6	-2	-3	-3	-9	-3
CCC1Oc2ccccc2N(CC(=O)NCCCN2CCCC2)C1=O (configuration not stated)	8	-0.1	2	-2	14	1	-9	-2	3	-9	-7
